# TRb-SRC2 inh: qHTS for Inhibitors of the Interaction of Thyroid Hormone Receptor and Steroid Receptor Coregulator 2 | Thyroid hormone receptor beta (Homo sapiens), P10828 | TRbeta-SRC2 peptide binding, fluorescence polarization; receptor liganded with 1 µM T3 | Potency, µM (doses to about 106 µM), for the others: top-dose activity change, negative = inhibition, most hits filed as inhibitors | 280,000 compounds, 0.065% hits | AID 1469, 2008;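 further: plate controls were bound peptide for no effect and peptide without receptor for full effect; nearly all actives have a fitted effect of over 50% in size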
#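 TRb LBD 0.6 uM + Texas Red SRC2 peptide 20 nM, 1 uM T3, Tris buffer w/ 5% DMSO; compound pinned, 5 h RT; FP read ex 555/em 632; normalized to unbound and bound controls.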
# aGal spleen mod: qHTS Assay for Inhibitors and Activators of Human alpha-Galactosidase From Spleen Homogenate. Alpha-galactosidase A (Homo sapiens), P06280. human spleen homogenate, 4MU-alpha-Gal fluorescence, 40 min. Potency, µM (series often up to 80 µM), for inactives: at the highest dose activity change, negative = inhibition, most hits filed as inhibitors. 240,000 compounds, 0.008% hits. AID 2107, 2009;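 further: 0% = enzyme with vehicle and -100% = no enzyme basal signal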
# Target sequence (P06280 32-429 limits assumed): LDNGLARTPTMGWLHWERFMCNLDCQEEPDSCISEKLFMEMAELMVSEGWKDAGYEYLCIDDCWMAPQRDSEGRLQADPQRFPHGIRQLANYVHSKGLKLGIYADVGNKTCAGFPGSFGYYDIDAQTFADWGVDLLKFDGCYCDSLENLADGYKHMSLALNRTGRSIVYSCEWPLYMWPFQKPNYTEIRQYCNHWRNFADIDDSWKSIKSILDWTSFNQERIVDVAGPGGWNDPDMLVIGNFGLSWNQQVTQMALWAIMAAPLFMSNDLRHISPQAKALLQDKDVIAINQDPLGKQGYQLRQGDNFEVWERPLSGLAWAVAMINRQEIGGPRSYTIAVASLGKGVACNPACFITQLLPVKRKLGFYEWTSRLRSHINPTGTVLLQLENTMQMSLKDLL
#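 Fluorogenic readout (Ex 365/Em 440 nm) of 4-methylumbelliferone released from 1 mM 4-MU-alpha-galactoside by spleen homogenate, 40 min at 37C, pH 5.0. Data normalized to no-enzyme and enzyme controls; Hill-equation AC50 from compound titrations.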
# Tau fibril FP: qHTS for Inhibitors of Tau Fibril Formation, Fluorescence Polarization. Microtubule-associated protein tau (Homo sapiens), P10636. K18 P301L tau heparin fibrillization, Alexa594 FP, 6 h. Potency, µM (top dose mostly 57.7 µM), for inactives: at the highest dose activity, negative = inhibition, usual class: inhibitors. 280,000 compounds, 0.39% hits. AID 1468, 2008; further: nearly all actives have a fitted effect of over 55% in size
# Target sequence (P10636 561-689 P618L limits assumed): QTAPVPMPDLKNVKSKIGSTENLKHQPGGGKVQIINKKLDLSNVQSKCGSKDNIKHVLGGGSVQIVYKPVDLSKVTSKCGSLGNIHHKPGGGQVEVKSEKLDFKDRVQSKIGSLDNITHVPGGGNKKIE
#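 FP of Alexa 594-tau after heparin (20 uM) induction. Substrate: human K18 P301L, 15 uM unlabeled, 0.24 uM labeled. Buffer 100 mM sodium acetate pH 7. 6 hr, 37 C.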
# TexasRed fluor: Total Fluorescence Counterscreen for Inhibitors of the Interaction of Thyroid Hormone Receptor and Steroid Receptor Coregulator 2. TRb/SRC2 Texas Red total fluorescence interference. Potency, µM (doses to about 106 µM), without a hit: at the highest dose fluorescence change, negative = quenching. 280,000 compounds, 0.29% hits. AID 1479, 2009; active means well fitted curve in either direction with a large enough effect; inconclusive means small, poorly fitted or top-dose-only effect
#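 Human TRb ligand-binding domain at 0.6 uM with 20 nM Texas Red SRC2 peptide in Tris buffer containing 1 uM T3 and 5% DMSO, incubated with compound 5 h at ambient temperature. Total fluorescence (555/632 nm) calculated as parallel + 2 × perpendicular.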
# ALDH1A1 block: qHTS Assay for Inhibitors of Aldehyde Dehydrogenase 1 (ALDH1A1) | 220,000 compounds, 7.3% hits | AID 1030, 2008 | Purified ALDH1A1, NADH fluorescence, propionaldehyde substrate | Aldehyde dehydrogenase 1A1 (Homo sapiens), P00352 | Potency, µM (series often up to 75.3 µM), inactives show at the highest dose activity, negative = inhibition, usual class: inhibitors; active means well fitted inhibition curve with a large enough effect, not every such curve was filed as active; inconclusive means small, poorly fitted or top-dose-only effect, or another doubt; inactive means no such curve, though single readings can be large or run the other way;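 further: plate controls were no enzyme wells and a reference inhibitor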
# Target sequence (P00352 whole entry, looked up): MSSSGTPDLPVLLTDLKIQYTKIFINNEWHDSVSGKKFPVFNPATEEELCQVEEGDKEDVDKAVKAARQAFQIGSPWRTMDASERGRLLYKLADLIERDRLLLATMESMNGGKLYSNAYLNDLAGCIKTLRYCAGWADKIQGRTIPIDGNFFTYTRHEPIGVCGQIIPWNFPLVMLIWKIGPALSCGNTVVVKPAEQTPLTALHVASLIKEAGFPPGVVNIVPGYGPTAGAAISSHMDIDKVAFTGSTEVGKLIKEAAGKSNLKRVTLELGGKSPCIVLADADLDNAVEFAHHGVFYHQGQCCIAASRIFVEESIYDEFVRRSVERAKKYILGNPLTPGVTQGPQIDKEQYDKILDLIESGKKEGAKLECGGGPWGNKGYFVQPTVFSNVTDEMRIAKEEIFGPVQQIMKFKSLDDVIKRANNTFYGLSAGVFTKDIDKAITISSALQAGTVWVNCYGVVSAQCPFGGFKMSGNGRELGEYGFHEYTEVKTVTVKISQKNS
# L3MBTL1 inh: qHTS Assay for the Inhibitors of L3MBTL1; AlphaScreen L3MBTL1–H3K9me1 peptide binding; Potency, µM (titrated, usually from 57.1 µM), for the others: top-dose activity, negative = inhibition, actives largely listed as inhibitors; 230,000 compounds, 0.66% hits; AID 485360, 2010; further: nearly all actives have a fitted effect of over 60% in size
#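 Displacement of a biotinylated histone H3(1-15) peptide monomethylated at Lys9 (75 nM) from L3MBTL1 (50 nM) was measured by AlphaScreen after a 30 min room-temperature compound incubation; cefsulodin titration served as intraplate control.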
# Tau fluor counter: Counterscreen qHTS for Inhibitors of Tau Fibril Formation, Fluorescence Polarization | tau K18 P301L Alexa594 fluorescence, heparin fibrillization | 280,000 compounds, 0.93% hits | Potency, µM (series often up to 57.7 µM), for inactives: top-dose activity change, negative = decrease | AID 1463, 2008; further: nearly all actives have a fitted effect of over 55% in size
#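 Human tau K18 P301L (15 uM unlabeled, 0.24 uM Alexa 594-labeled) in 100 mM sodium acetate pH 7 with 20 uM heparin, 6 hr at 37 C. ThT 30 uM added, 1 hr ambient; Alexa 594 FP and total fluorescence read at 555/632 nm.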
# Tau fibril ThT: qHTS for Inhibitors of Tau Fibril Formation, Thioflavin T Binding; recombinant tau K18 P301L (four-repeat tau fragment), heparin-induced fibrillization, ThT fluorescence; 270,000 compounds, 2.1% hits; Potency, µM (doses to about 57.4 µM), for the others: top-dose activity, negative = inhibition, hits mostly inhibitors; AID 1460, 2008; further: nearly all actives have a fitted effect of over 55% in size
#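 K18 P301L tau (15 uM + 0.24 uM Alexa 594-tagged), heparin 20 uM, NaOAc pH 7, 6 h 37 C; ThT 30 uM, 1 h RT, ex 450/em 510 nm.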
# Active calls of the source: *; u = inconclusive; x = not tested or not shown; [ ] = dose if it differs, or a comment. Unless noted, the call rests on the fitted dose curve; in most records, active means well fitted curve in the direction sought with a large enough effect; inconclusive means small, poorly fitted or top-dose-only effect, or another doubt; inactive means no such curve, though single readings can be large; an effect the other way counts as inactive or inconclusive. Unless noted, on the % scale 0 is the no-effect control and ±100 the full control effect; potency means the concentration at half of the fitted maximal effect. Hits appear at their usual frequency; about 8.5% have a hit in one of these screens.
compound	TRb-SRC2 inh	ALDH1A1 block	Tau fibril ThT	L3MBTL1 inh	Tau fluor counter	Tau fibril FP	aGal spleen mod	TexasRed fluor
CCOC(=O)CN1CC23C=CC(O2)C(C(=O)O)C3C1=O (centres undefined)	7%	9%	-11%	x	-7%	-1%	1%	-1%
COc1ccccc1Cn1c(SCC(N)=O)nc2c(oc3ccccc32)c1=O	-1%	1.3µM*	-1%	-4%	-13%	-1%	-1%	-1%
O=C(Nc1nnc(C2CC2)s1)c1cc(-c2ccccc2)nn1-c1ccccc1	0%	-8%	-14%	5%	-11%	3%	6%	-4%
Cc1cc(NS(=O)(=O)c2ccc(NC(=O)CSc3nc4sc(C)c(C)c4c(=O)[nH]3)cc2)no1	-6%	-5%	u	x	-12%	-14%	14%	-2%
Cc1cc2nc(/N=C(\N)NC(=O)C(C)C)nc(C)c2cc1C	-4%	x	u	0%	-15%	-8%	1%	1%
Cc1nc(C(=O)Nc2cccc(Cl)c2Cl)nn1-c1cc(OC(C)C)c(Cl)cc1Cl	-9%	-6%	-10%	-6%	-6%	-9%	5%	-1%
COc1ccc(C(=O)N=c2sc3c(C)ccc(OC)c3n2C)cc1	4%	u	-17%	5%	-8%	0%	6%	0%
O=C(CCNc1ccc(F)c(Cl)c1)c1ccco1	-4%	3.5µM*	-17%	-7%	-11%	3%	3%	-4%
CCOc1ccc(S(=O)(=O)NCC2CCCO2)c2cccnc12 (centres undefined)	-5%	u	0%	1%	3%	1%	-3%	1%
Cc1cc(C(=O)N/N=C/c2cccs2)n[nH]1	-6%	-1%	4%	5%	10%	u	0%	-1%
COc1ccc(NC(=O)CSc2nc3ccccc3c(=O)n2Cc2cccs2)c(OC)c1	-7%	13%	-1%	u	-4%	5%	-4%	-1%
COc1ccc(NC(=O)C2(c3cccs3)CCOCC2)cc1Cl	-10%	x	-4%	x	-18%	-12%	x	0%
Cn1ncc2c(Nc3cccc4ccccc34)ncnc21	3%	1%	-10%	x	-6%	1%	2%	-1%
CNC(=O)c1sc(SC)cc1-c1ccc(Cl)cc1	-4%	-21%	-15%	1%	-17%	-11%	1%	1%
COC(=O)Cc1cc(=O)n2[nH]c(C)c(-c3ccccc3)c2n1	24%	u	-10%	3%	-5%	-6%	1%	u

# Two compounds drawn at random from those above:
compound	TRb-SRC2 inh	ALDH1A1 block	Tau fibril ThT	L3MBTL1 inh	Tau fluor counter	Tau fibril FP	aGal spleen mod	TexasRed fluor
Cc1cc2nc(/N=C(\N)NC(=O)C(C)C)nc(C)c2cc1C	-4%	x	u	0%	-15%	-8%	1%	1%
CCOc1ccc(S(=O)(=O)NCC2CCCO2)c2cccnc12 (centres undefined)	-5%	u	0%	1%	3%	1%	-3%	1%

# Continued.
compound	TRb-SRC2 inh	ALDH1A1 block	Tau fibril ThT	L3MBTL1 inh	Tau fluor counter	Tau fibril FP	aGal spleen mod	TexasRed fluor
C/C(=N\O)C(=O)NCc1ccccn1	1%	14%	8%	4%	8%	9%	-5%	-4%
CCOC(=O)c1cc(C(C)(C)C)oc1CNC(=O)c1c(C)oc2c1CCCC2	-4%	18µM*	u	u	-7%	5%	4%	0%
CCc1ccccc1NC(=O)CN(C)Cc1nc(N)nc(Nc2ccccc2C)n1	-5%	u	-20%	-19%	-10%	1%	9%	1%
Cc1cc(Nc2cccc(Cl)c2)nc2ccc(NC(=O)c3cncc(Br)c3)cc12	5%	x	u	x	6.3µM*[quencher]	-11%	x	-7%
COc1ccc(Cc2nc3ccc(C(=O)NCc4ccccc4C)cc3o2)cc1	4%	x	-13%	x	-21%	-5%	x	-4%
CCOc1ccc2c(C)c(C)c(=O)oc2c1OCC	1%	u	-8%	x	-3%	-4%	10%	-4%
Cc1ccc(C)c(N2CCN(C(=O)CCS(=O)(=O)c3cccc4nonc34)CC2)c1	7%	u	u	-2%[11.4 µM]	-25%	8%	-1%	5%
Cc1nc(SCC(=O)NCc2cccs2)nc(C)c1C	2%	0%	-1%	1%	1%	1%	0%	-1%
CCOC(=O)CSc1nc(C)c2cc(OC)ccc2n1	3%	u	-11%	x	-3%	-1%	26%	-5%
Cc1ccc(/C=C/C(=O)NC2CCCCCCC2)o1	-9%	3.5µM*	u	-10%	-9%	u	8%	2%
Cc1ccc(C)o1	-5%	-5%	x	x	x	x	-3%	-2%
Cc1c(N=Cc2cc3c(cc2Cl)OCO3)c(=O)n(-c2ccccc2)n1C	-2%	-14%	3%	8%	-5%	-3%	7%	-3%
COc1ccc(NC(=O)c2sc3nc4c(cc3c2N)CCCCCC4)cc1	3%	x	u	x	u	8%	x	-1%
CC(C)N1CC(C(=O)O)CC1=O (centres undefined)	-4%	-1%	-4%	x	-9%	u	0%	-3%
COc1ccc(Oc2c(C)oc3c(CN(C)C)c(O)ccc3c2=O)cc1	0%	u	-4%	0%	-4%	-2%	12%	-2%

compound	TRb-SRC2 inh	ALDH1A1 block	Tau fibril ThT	L3MBTL1 inh	Tau fluor counter	Tau fibril FP	aGal spleen mod	TexasRed fluor
Cc1cccc2sc(NC(=O)CSc3nc4ccccc4o3)nc12	-8%	10%	u	x	-20%	-12%	1%	3%
COc1ccc(CCN2C(=O)CC(N3CCN(S(=O)(=O)c4ccccc4)CC3)C2=O)cc1 (centres undefined)	8%	u	-9%	x	-4%	2%	6%	-3%
CCOc1ccc(C2C(C(=O)/C=C/c3ccco3)=C(O)C(=O)N2CCN2CCOCC2)cc1OC (centres undefined)	-6%	u	u	x	-22%	u	-10%	2%
O=C(/C=C/c1ccccc1)Nc1nc2n(n1)C(c1ccc(F)cc1)C=C(c1ccccc1)N2 (centres undefined)	-3%	x	0%	x	3%	-5%	x	-1%
O=C(c1ccc(Cl)c(S(=O)(=O)N2CCCCCC2)c1)N1CCOCC1	2%	9%	5%	7%	7%	1%	2%	-3%
CCOc1cc(CN2CCN(CCOCCO)CC2)ccc1OC	6%	9%	-13%	x	-6%	-1%	6%	3%
COc1ccc(N2CCN(Cc3nc(-c4ccc(Cl)cc4Cl)no3)CC2)cc1	-25%	u	u	u	u	u	-1%	2%
COC(=O)[C@H]1CC2(CC=C(C)C)C(=O)[C@@](CC=C(C)C)(C(=O)C(C(=O)c3ccccc3)=C2OC)C1(C)C (tested in a mixture with another compound)	3%	u	-5%	x	-14%	u	13%	-1%
CCC1CCCCN1C(=O)c1cc(-c2ccc(Cl)c(Cl)c2)on1 (centres undefined)	-19%	-1%	14%	4%	6%	-3%	5%	-1%
COC(=O)c1sccc1S(=O)(=O)N(CC(=O)Nc1ccccc1C)c1ccc(Cl)cc1	-6%	x	1%	x	-18%	4%	x	-4%
COc1ccc(OC)c(CNc2ncnc3onc(C)c23)c1	-18%	x	1%	x	-2%	-5%	x	-75%
CCC(C(=O)N1CCN(c2ccccn2)CC1)n1nc(C)n2c(cc3occc32)c1=O (centres undefined)	5%	14%	-8%	-2%	-1%	5%	17%	1%
Cc1cc(O)c(C(C[N+](=O)[O-])c2ccc(Cl)cc2)c(=O)o1 (centres undefined)	-5%	u	u	x	-18%	u	1%	-3%
CCOc1ccc(C2C(=O)N(C3CCCCCC3)CC(=O)N2Cc2ccc(F)cc2)cc1OC (centres undefined)	6%	x	7%	x	13%	17%	x	-3%
CCOC(=O)CC(NS(=O)(=O)c1ccc(NC(C)=O)cc1)c1ccc(OCC)cc1 (centres undefined)	-10%	u	-7%	6%	-7%	-16%	-2%	-1%

compound	TRb-SRC2 inh	ALDH1A1 block	Tau fibril ThT	L3MBTL1 inh	Tau fluor counter	Tau fibril FP	aGal spleen mod	TexasRed fluor
COCCCNC(=O)C1CCN(c2ccc(N3CCOCC3)nn2)CC1	1%	x	-9%	9%	3%	-1%	9%	-4%
CC(=O)c1ccc(N2CCN(Cc3nc(Cc4ccccc4)no3)CC2)cc1	11%[53 µM]	18µM*	u	3%	-16%	10%	5%	1%[53 µM]
Cc1nc2cc(-c3ccccc3)nn2c(C)c1CCC(=O)N1CCN(c2ccccn2)CC1	-12%	4%	-16%	x	-3%	3%	-3%	-3%
O=S(=O)(Nc1ccc(Cl)cc1)c1ccc(N2CCOCC2)c(NC(=S)NCCN2CCOCC2)c1	1%	8.9µM*	u	1%	-10%	-12%	-1%	0%
Nc1ccc([N+](=O)[O-])cc1C(=O)NNC(=O)c1ccco1	-2%	x	x	x	-6%	-11%	1%	-3%
c1ccc2c(c1)nc(NCC1CCCO1)c1nnnn12 (centres undefined)	1%	u	-17%	-12%	-10%	15%	10%	-1%
CCOc1ccc(CC(=NCCc2ccccc2)C2=C(O)CC(C)(C)CC2=O)cc1OCC	-9%	u	-15%	-23%	-9%	10%	-3%	0%
CC1=C(c2ccc(F)cc2)S(=O)(=O)N=C1N1CCC(C(=O)NCCc2ccco2)CC1	-12%	x	-17%	x	-9%	-9%	x	u
COc1ccc(NC(=O)COc2ccc3c(c2)CCC3)cc1	-7%	u	u	u	-6%	6%	-2%	0%
O=C(Nc1ccc(Cc2ccncc2)cc1)c1ccc(Br)o1	1%	0%	-12%	0%	-15%	-1%	0%	-4%
Cc1nc2cc(NC(=O)N3CCC(c4ccccc4)C3)ccc2n1C (centres undefined)	0%	2%	-13%	x	7%	-2%	2%	-2%
CC(C)n1c(C(O)c2ccccc2)nc2ccccc21 (centres undefined)	0%	11%	-6%	2%	-5%	-1%	6%	-4%
Clc1ccc(CNc2nc3ccccc3c3nc(-c4cccnc4)nn23)cc1	0%	x	2%	x	-17%	-4%	x	-9%
Cc1ccc(Oc2ccc(-c3nc(N)nc(N)n3)cc2)cc1C	3%	-5%	u	x	u	-12%	3%	-2%

# Screens: PubChem, National Center for Advancing Translational Sciences (NCATS)
